IL1B secr inh = inflammasome signaling inhibition, IL-1 beta readout; AID 743279; THP-1 LPS/ATP IL-1B secretion, AlphaLISA, 16 h; stronger effect = lower value; activity change, % at 57.5 µM; 360,000 tested, 4.7% active; in the data active = activity change below about -50%; inconclusive = mostly about -30% to -49%; also: % is scaled to controls: 0 for no effect and ±100 for the full control effect
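Secreted IL-1B measured by AlphaLISA bead assay after 16 h compound exposure of THP-1 cells; compounds (final up to 57.5 uM) added 1 h before LPS (250 ng/mL) and ATP (1.25 mM) stimulation; lower signal means less secretion.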
HT1080 IDH1KD tx = HT-1080 IDH1 knockdown cell toxicity (counter line) | HT-1080 IDH1 knockdown viability, ATP luminescence, 48 h | Potency, µM (titrated, usually from 46.1 µM), for the others: at the top dose activity, negative = toxicity, hits mostly cytotoxic | 360,000 tested, 2% active;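 also: potency is read from the fitted curve at half-maximal effect; 0% = DMSO wells and -100% = cell-free medium wells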
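Assay cells: HT-1080 with IDH1 knockdown, 750 per well, RPMI/5% FBS. Exposure: 48 h at 37 °C following 2 h pre-incubation. Read: CellTiter-Glo luminescence; fitted concentration-response, curve class assigned.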
HT1080-NT tox = kills 2HG-producing HT-1080-NT fibrosarcoma cells; Potency, µM (titrated, usually from 46.1 µM), for inactives: top-dose activity, negative = less viability, actives largely listed as cytotoxic; HT-1080-NT fibrosarcoma viability, CellTiter-Glo ATP luminescence, 48 h; 360,000 tested, 1.6% active;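 also: NT is the 2HG producing partner of a matched IDH1 knockdown line; potency is read from the fitted curve at half-maximal effect; 0% = DMSO-treated cells and -100% = media-only wells without cells; nearly all actives have a fitted effect of over 55% in size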
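Fibrosarcoma NT cells, 750 per well in 5% FBS RPMI, were exposed to compound for 48 hours. Viability: CellTiter-Glo luminescence.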
WRN helicase inh = blocks human WRN helicase; WRN helicase unwinding, fluorescent forked duplex, kinetic; Potency, µM (titrated, usually from 114 µM), without a hit: at the highest dose activity change, negative = inhibition, actives largely listed as inhibitors; Q14191; 360,000 tested, 0.46% active; also: potency is read from the fitted curve at half-maximal effect; % is scaled to controls: 0 for no effect and ±100 for the full control effect; nearly all actives have a fitted effect of over 55% in size
Target sequence (Q14191 whole entry, looked up): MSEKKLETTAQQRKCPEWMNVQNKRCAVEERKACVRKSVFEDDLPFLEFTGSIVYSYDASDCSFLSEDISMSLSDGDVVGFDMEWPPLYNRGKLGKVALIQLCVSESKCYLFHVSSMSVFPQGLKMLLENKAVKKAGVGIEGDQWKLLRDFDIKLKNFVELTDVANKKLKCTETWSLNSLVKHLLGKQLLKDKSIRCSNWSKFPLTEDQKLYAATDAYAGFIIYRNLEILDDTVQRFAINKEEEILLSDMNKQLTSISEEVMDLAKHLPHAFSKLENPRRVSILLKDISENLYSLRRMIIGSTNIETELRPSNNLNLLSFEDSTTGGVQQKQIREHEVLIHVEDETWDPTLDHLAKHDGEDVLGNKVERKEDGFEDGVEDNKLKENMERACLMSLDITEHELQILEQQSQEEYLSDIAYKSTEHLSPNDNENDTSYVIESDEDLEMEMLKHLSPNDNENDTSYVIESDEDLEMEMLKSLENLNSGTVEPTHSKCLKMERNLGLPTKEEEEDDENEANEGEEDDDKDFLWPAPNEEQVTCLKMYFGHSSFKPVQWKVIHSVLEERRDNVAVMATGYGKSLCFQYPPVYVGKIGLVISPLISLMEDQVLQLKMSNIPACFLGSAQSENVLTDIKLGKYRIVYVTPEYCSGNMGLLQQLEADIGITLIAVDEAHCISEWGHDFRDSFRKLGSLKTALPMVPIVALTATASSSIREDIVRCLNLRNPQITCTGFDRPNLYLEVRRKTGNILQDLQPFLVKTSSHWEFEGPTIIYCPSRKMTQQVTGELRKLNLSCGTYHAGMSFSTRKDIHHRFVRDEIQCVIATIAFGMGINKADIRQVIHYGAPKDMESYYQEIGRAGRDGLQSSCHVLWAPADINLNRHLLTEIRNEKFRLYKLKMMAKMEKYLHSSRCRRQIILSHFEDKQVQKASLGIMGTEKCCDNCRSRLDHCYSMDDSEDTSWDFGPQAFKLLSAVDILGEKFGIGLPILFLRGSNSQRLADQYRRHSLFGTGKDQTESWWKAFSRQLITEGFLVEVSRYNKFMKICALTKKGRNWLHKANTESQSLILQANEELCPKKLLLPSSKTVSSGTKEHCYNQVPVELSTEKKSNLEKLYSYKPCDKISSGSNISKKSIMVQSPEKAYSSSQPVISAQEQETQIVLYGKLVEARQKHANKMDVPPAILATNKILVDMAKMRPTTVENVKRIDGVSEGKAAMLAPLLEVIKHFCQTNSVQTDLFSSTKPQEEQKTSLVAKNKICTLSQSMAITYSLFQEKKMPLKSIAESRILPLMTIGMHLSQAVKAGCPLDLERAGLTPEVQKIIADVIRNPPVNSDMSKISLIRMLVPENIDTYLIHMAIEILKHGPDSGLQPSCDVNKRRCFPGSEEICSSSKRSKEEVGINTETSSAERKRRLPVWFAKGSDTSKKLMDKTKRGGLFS
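Primary qHTS, 1536-well format. 20 nM WRN + compound, 15 min RT; start with 100 nM forked fluorophore/quencher duplex, 2 mM ATP (final); kinetic read ex 525/em 598 nm.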
KB-V1 cytotox = kills drug-selected multidrug resistant KB-V1 cells | KB-V1 MDR cells viability, CellTiter-Glo, 72 h | Potency, µM (doses to about 46.1 µM), without a hit: at the top dose activity change, negative = cytotoxicity, most hits filed as cytotoxic | 400,000 tested, 3.4% active; also: potency is read from the fitted curve at half-maximal effect; % is scaled to controls: 0 for no effect and ±100 for the full control effect; nearly all actives have a fitted effect of over 60% in size
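Cells of the MDR subline KB-V1 are plated, dosed with compound at multiple concentrations, and incubated 72 h at 37 degrees C; CellTiter-Glo is then added and luminescence read after 10 min.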
MCF10A rereplic = DNA re-replication induction in MCF 10a cells; AID 624296; Potency, µM (titrated, usually from 46.1 µM), inactives show at the top dose activity, positive = re-replication, hits mostly activators; 350,000 tested, 2.9% active; MCF 10A DNA re-replication, Hoechst nuclear intensity, 48 h; also: potency is read from the fitted curve at half-maximal effect; % of control where 0% means no effect; nearly all actives have a fitted effect of over 50% in size
KB-3-1 tox = KB-3-1 parental cell cytotoxicity | KB-3-1 viability, CellTiter-Glo ATP luminescence, 72 h | Potency, µM (titrated, usually from 46.1 µM), without a hit: at the highest dose activity change, negative = cytotoxic, actives largely listed as cytotoxic | 400,000 tested, 1.4% active | AID 1347075; also: potency is read from the fitted curve at half-maximal effect; % is scaled to controls: 0 for no effect and ±100 for the full control effect; nearly all actives have a fitted effect of over 60% in size
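Using CellTiter-Glo luminescence, growth of non-resistant KB-3-1 adenocarcinoma cells is assessed 72 h after pin-tool compound addition at 37 °C. Normalized responses across the concentration series yield fitted curves.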
ATXN2 expr inh = reduces ATXN2 reporter expression in HEK-293 cells; HEK-293 ATXN2-luciferase reporter, luminescence, 24 h; Potency, µM (titrated, usually from 57 µM), inactives show at the highest dose activity change, negative = inhibition, hits mostly inhibitors; 360,000 tested, 0.72% active; AID 1745845; also: potency is read from the fitted curve at half-maximal effect; % is scaled to controls: 0 for no effect and ±100 for the full control effect; nearly all actives have a fitted effect of over 55% in size
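qHTS (up to 57 uM final) was run with 24 h compound exposure of reporter cells at 37 °C. Each well was multiplexed: SteadyGlo luminescence measured ATXN2-luciferase expression after a fluorogenic Gly-Phe-AFC viability readout (25 uM final).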
SW480 rereplic = inducers of DNA re-replication in SW480 colon cancer cells. SW480 DNA re-replication, Hoechst DNA content imaging, 48 h. Potency, µM (series often up to 46.1 µM), without a hit: top-dose re-replication activation, most hits filed as activators. 340,000 tested, 1.8% active. AID 624297; also: potency is read from the fitted curve at half-maximal effect; % of control where 0% means no effect; nearly all actives have a fitted effect of over 55% in size
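SW480 cells exposed to compounds for 48 hr at 37 C, 5% CO2, then Hoechst-stained 40 min. Nuclear DNA content imaged by fluorescence scanning (405 nm excitation, 500-530 nm emission); re-replication scored as increased high-intensity nuclei.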
* marks the source's active call; other numbers are inactive results; ? = inconclusive; nt = not tested or not shown; [ ] = another dose, or the depositor's remark. Unless noted, calls follow the shape of the dose curve; as a rule, active = well fitted curve in the direction sought with a large enough effect; inconclusive = small, poorly fitted or top-dose-only effect, or another doubt; inactive = no such curve, though single readings can be large; an effect the other way counts as inactive or inconclusive.

entry	SMILES	IL1B secr inh	HT1080 IDH1KD tx	HT1080-NT tox	WRN helicase inh	KB-V1 cytotox
1	CC1=NN(c2ccccc2)C(=O)/C1=C\c1cn(-c2ccccc2)nc1C	38	3%	-22%	-1%	0%
2	Cc1ccc(NC(=O)c2oc3ccccc3c2NC(=O)c2ccc3c(c2)OCO3)cc1	?	3%	6%	-5%	?
3	CC1Cc2ccccc2N1C(=O)CCS(=O)(=O)c1cccc2nonc12 (stereo not drawn)	-3	0%	4%	-2%	-19%
4	Cc1cc([N+](=O)[O-])c(C)cc1-c1ccc(/C=N/n2cnnc2)o1	39	-5%	-8%	5%	-3%
5	CCCCc1nc2cc(C(=O)NCCc3c(C)n[nH]c3C)ccc2o1	-3	9%	18%	-17%	?
6	O=C(CCNC(=O)c1ccc(Br)cc1)NC1CCCCCC1	2	-15%	0%	6%	16µM*
7	CC(C)CC(=O)NC(Nc1ccccc1F)C(Cl)(Cl)Cl (stereo not drawn)	-6	3%	-1%	-29%	?
8	Cc1ccc(-n2c(=O)[nH]cc(C(=O)Nc3ccc4c(c3)OCO4)c2=O)cc1C	10	0%	0%	-6%	21%
9	CSCCC1NC(=O)N(CC(=O)Nc2cccc3ccccc23)C1=O (stereo not drawn)	14	0%	-1%	13%	1%
10	COc1ncccc1C(=O)N1CCCC(N2CCN(c3ccc(F)cc3)CC2)C1 (stereo not drawn)	20	-6%	-1%	-30%	?

entry	MCF10A rereplic	KB-3-1 tox	ATXN2 expr inh	SW480 rereplic
1	-15%	-5%	1%	-6%
2	?	3%	35%	7%
3	10%	9%	2%	0%
4	-15%	4%	-5%	0%
5	9%	6%	5%	-2%
6	8%	-1%	-10%	-1%
7	-6%	?	-5%	-9%
8	-5%	-2%	-8%	3%
9	-6%	15%	-4%	-1%
10	14%	-2%	-15%	-9%

Other results
entry	SMILES	IL1B secr inh	HT1080 IDH1KD tx	HT1080-NT tox	WRN helicase inh	KB-V1 cytotox
11	Cn1ccnc1Sc1ccccc1[N+](=O)[O-]	0	4%	1%	4%	27%
12	O=C(COc1ccccc1)N(Cc1cc2ccccc2[nH]c1=O)CC1CCCO1 (stereo not drawn)	-19	-1%	-6%	2%	-18%
13	Cc1cc(C)c2c(n1)SCC(=O)N2CC(=O)Nc1ccccc1Cl	19	16%	6%	-3%	4%
14	C=CCNC(=O)c1sc(=S)n(-c2ccc(C(=O)OCC)cc2)c1N	-21	-10%	-20%	-3%	-6%
15	O=C1C(C=NCCCn2ccnc2)=C(O)c2ccccc21	92	-8%	-1%	6%	8%
16	O=C(O)CCn1c(SCc2cc(=O)n3ccccc3n2)nc2ccsc2c1=O	-2	-1%	3%	-3%	-1%
17	O=C(NCc1ccco1)C1CC(c2ccccc2O)=NO1 (stereo not drawn)	0	?	-3%	-1%	-1%
18	OCCCc1nc2ccccc2n1CCc1ccccc1	-1	10%	6%	-3%	2%
19	O=C(COc1ncnc2cc([N+](=O)[O-])ccc12)NCc1ccc2c(c1)OCO2	14	9%	12%	-29%	0%
20	O=C(NCc1ccc(F)cc1)c1cc(C2CCCN(C(=O)C3CCCCC3)C2)on1 (stereo not drawn)	-16	5%	14%	-6%	-16%

entry	MCF10A rereplic	KB-3-1 tox	ATXN2 expr inh	SW480 rereplic
11	0%	3%	2%	-18%
12	4%	3%	-25%	-1%
13	-1%	-7%	6%	-2%
14	3%	9%	-5%	6%
15	2%	13%	3%	-15%
16	23%	9%	-10%	-7%
17	?	-1%	16%	29%
18	23%	-9%	-6%	0%
19	7%	19%	-19%	-2%
20	nt	0%	-6%	nt

More entries.
entry	SMILES	IL1B secr inh	HT1080 IDH1KD tx	HT1080-NT tox	WRN helicase inh	KB-V1 cytotox
21	CCOc1ccc(C)cc1S(=O)(=O)Nc1cccnc1	6	-3%	-4%	-9%	-6%
22	CCOC(=O)c1[nH]cnc1C(=O)NCc1ccccc1	31	13%	6%	2%	20%
23	Cc1cccc(NC(=O)CN(C)C(=O)Cc2ccc(-c3ccccc3)cc2)c1C	-1	6%	8%	0%	13%
24	CCc1nnc(NS(=O)(=O)c2ccc(NC(=O)/C=C/c3ccc(F)cc3)cc2)s1	42	5%	-1%	-9%	-1%
25	Cc1ccccc1-n1ncc2c(SCC(=O)NCc3cccs3)ncnc21	11	21µM*	?	-1%	7.3µM*
26	CN(NC(=O)c1ccccc1F)c1ccc([N+](=O)[O-])cn1	-24	-4%	2%	-1%	2%
27	O=C(NCC1CCCO1)/C(=C/c1cn(-c2ccccc2)nc1-c1cccnc1)NC(=O)c1ccccc1 (stereo not drawn)	?	-5%	-7%	-4%	0%
28	Cc1ccc(S(=O)(=O)NCCC(=O)OCC(=O)N2CCCC2=O)cc1C	11	-6%	-3%	6%	2%
29	CSc1nnc(Cn2c(=O)sc3ccccc32)n1C	18	6%	8%	2%	?
30	Cc1cc(C)n2nc(NCc3cccc(Br)c3)nc2n1	11	?	-10%	-3%	-3%

entry	MCF10A rereplic	KB-3-1 tox	ATXN2 expr inh	SW480 rereplic
21	-4%	-4%	2%	0%
22	-11%	0%	1%	-12%
23	nt	3%	nt	nt
24	6%	6%	3%	-5%
25	13µM*	5.2µM*	0%	21µM*
26	0%	-7%	1%	2%
27	2%	10%	-19%	9%
28	-2%	0%	-13%	-3%
29	-2%	0%	-2%	-5%
30	-178%[0.0737 µM]	-10%	7%	-8%

Other results:
entry	SMILES	IL1B secr inh	HT1080 IDH1KD tx	HT1080-NT tox	WRN helicase inh	KB-V1 cytotox
31	Cc1nn(Cc2ccccc2)c(C)c1CNC(=O)CN=C1NS(=O)(=O)c2ccccc21	20	-1%	-19%	-16%	?
32	COc1ccc(-n2cc(C(=O)c3ccccc3O)cn2)cc1	0	?	?	-7%	?
33	COc1ccccc1N1CCN(C(=O)c2sc3nc(-c4ccccc4)cn3c2C)CC1	-76*	-13%[9.24 µM]	-23%	-8%[57.1 µM]	?
34	O=C(CNC(=O)c1ccc(Br)o1)NCC(=O)OCc1ccccc1	5	-5%	-3%	7%	-2%
35	Cn1ccc(-c2cc(C(=O)O)c3ccccc3n2)n1	22	-2%	15%	-1%	?
36	COc1cccc(-c2nc3nc(C)cc(C)n3c2Nc2c(C)cccc2C)c1	-4	-3%	-10%	-11%	?
37	NC(=O)COn1c(SCC(N)=O)nc2ccccc2c1=O	18	-1%	-5%	-17%	-28%
38	CN(C)Cc1c(O)ccc2c(=O)c(-c3ccccc3Cl)c(C(F)(F)F)oc12	11	3%	0%	2%	12%
39	Cc1ccccc1CN(C)CCc1ccccn1	9	1%	13%	3%	17%
40	CN(Cc1ccccc1)C(=O)CSc1nc2cc(C(=O)N3CCC(C(N)=O)CC3)ccc2c(=O)n1-c1ccccc1	33	-1%	0%	0%	-6%

entry	MCF10A rereplic	KB-3-1 tox	ATXN2 expr inh	SW480 rereplic
31	7%	10%	6%	-2%
32	-6%	-16%	?	?
33	1%	-2%	6%	-6%
34	2%	6%	-8%	5%
35	6%	-15%	19%	3%
36	nt	?	-10%	nt
37	-6%	-16%	0%	-5%[9.22 µM]
38	-11%	14%	1%	?
39	0.65µM*	-3%	-28%	-2%
40	1%	?	nt	-8%

(more compounds)
entry	SMILES	IL1B secr inh	HT1080 IDH1KD tx	HT1080-NT tox	WRN helicase inh	KB-V1 cytotox
41	CC(Sc1nnc(-c2ccc(O)cc2)o1)C(=O)Nc1cccc2ccccc12 (stereo not drawn)	18	1%	-1%	0%	-5%
42	CN(C)c1cccc(Oc2nc3c(c(=O)n(C)c(=O)n3C)n2C)c1	23	-7%	-16%	16%	-22%
43	CC(C)(C)c1nnc(NC(=O)CCS(=O)(=O)c2ccccc2)s1	-103*	?	-17%	5%	4%
44	CSc1nnc(-c2cc(C)on2)n1-c1ccccc1	10	1%	5%	14%	-27%
45	CCOc1cccc2cc(-c3cn4cc(C)ccc4n3)c(=O)oc12	0	2%	12%	-2%	4%
46	Cc1cc(C(C)(C)C)oc1C(=O)N(CC(=O)NC1CCCC1)Cc1ccc(F)cc1	16	-10%	6%	-1%	9%

entry	MCF10A rereplic	KB-3-1 tox	ATXN2 expr inh	SW480 rereplic
41	5%	5%	25%	1%
42	-45%[inhibitor][9.22 µM]	-2%	-13%	-25%
43	?	-1%	28%	?
44	3%	0%	-2%	3%
45	-3%	11%	-9%	?
46	0%	9%	-17%	0%

Molecules listed so far containing a nitro group on carbon (4):
entry	SMILES	IL1B secr inh	HT1080 IDH1KD tx	HT1080-NT tox	WRN helicase inh	KB-V1 cytotox
4	Cc1cc([N+](=O)[O-])c(C)cc1-c1ccc(/C=N/n2cnnc2)o1	39	-5%	-8%	5%	-3%
11	Cn1ccnc1Sc1ccccc1[N+](=O)[O-]	0	4%	1%	4%	27%
19	O=C(COc1ncnc2cc([N+](=O)[O-])ccc12)NCc1ccc2c(c1)OCO2	14	9%	12%	-29%	0%
26	CN(NC(=O)c1ccccc1F)c1ccc([N+](=O)[O-])cn1	-24	-4%	2%	-1%	2%

entry	MCF10A rereplic	KB-3-1 tox	ATXN2 expr inh	SW480 rereplic
4	-15%	4%	-5%	0%
11	0%	3%	2%	-18%
19	7%	19%	-19%	-2%
26	0%	-7%	1%	2%

From PubChem BioAssay
